# Screens as filed in PubChem BioAssay.
# Kir21 block – blocks the mouse Kir2.1 inward-rectifier potassium channel; P35561; HEK293-Kir2.1, FluxOR thallium flux fluorescence; active compounds read low; B-score at 10 µM; actives 0.85% (n = 310,000);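 active means fluorescence ratio B-score at or below minus 3 SD of library scores, with starting-brightness B-score within 2 SD, cut at about -4.2 in these data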;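 further: channel flux triggered by added potassium and thallium sulfate stimulus; B-score of peak minus minimum fluorescence over baseline after thallium stimulus; more negative B-score means stronger Kir2.1 block with less thallium influx; some compounds called inactive have numbers as strong as hits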
# KCNQ2 block – KCNQ2 channel blockers in CHO-K1 cells – cell-based, FluxOR thallium flux, B-score, primary screen (AID 2156). 20 min; active compounds read low. actives 1.1% (n = 310,000). O88943. B-score at 10 µM;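 active means fluorescence ratio B-score at most minus 3 library SDs, with starting brightness B-score within 2 library SDs, cut at about -5.5 in these data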
# Target sequence (O88943 whole entry, looked up): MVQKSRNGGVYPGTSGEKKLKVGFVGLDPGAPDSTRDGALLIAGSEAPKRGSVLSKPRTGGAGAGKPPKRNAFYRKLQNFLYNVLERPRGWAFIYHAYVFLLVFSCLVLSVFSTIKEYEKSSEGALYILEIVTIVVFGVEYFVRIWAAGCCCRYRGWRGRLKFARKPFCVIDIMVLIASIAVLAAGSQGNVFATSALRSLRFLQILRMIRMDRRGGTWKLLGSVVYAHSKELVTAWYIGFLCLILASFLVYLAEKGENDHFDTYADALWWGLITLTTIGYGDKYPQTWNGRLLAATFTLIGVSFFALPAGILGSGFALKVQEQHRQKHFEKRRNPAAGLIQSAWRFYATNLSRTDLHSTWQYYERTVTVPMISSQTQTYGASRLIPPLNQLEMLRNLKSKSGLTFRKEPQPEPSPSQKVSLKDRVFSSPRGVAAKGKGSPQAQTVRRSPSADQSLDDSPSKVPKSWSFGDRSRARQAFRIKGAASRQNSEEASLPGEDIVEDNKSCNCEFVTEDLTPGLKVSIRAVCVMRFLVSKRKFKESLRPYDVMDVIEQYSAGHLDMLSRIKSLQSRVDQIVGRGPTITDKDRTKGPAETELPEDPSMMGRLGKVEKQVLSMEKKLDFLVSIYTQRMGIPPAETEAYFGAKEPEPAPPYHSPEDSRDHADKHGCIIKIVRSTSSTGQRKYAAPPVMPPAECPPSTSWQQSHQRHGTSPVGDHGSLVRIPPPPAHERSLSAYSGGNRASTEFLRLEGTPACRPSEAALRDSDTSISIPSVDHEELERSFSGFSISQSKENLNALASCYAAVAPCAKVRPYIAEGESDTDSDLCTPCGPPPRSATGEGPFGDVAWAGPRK
# Starred values were filed as active, the others as inactive; i = inactive.
KCNQ2 block	Kir21 block	SMILES
i	-2.2	CCOc1ccccc1NC(=O)n1ncc2c(C)cccc21
i	1.4	CC(C)Oc1ccc(NC(=O)C2CCCNC2=O)cc1 (stereo not given)
i	-0.78	CC(Sc1n[nH]c(=O)n1Cc1ccccc1)C(=O)NC1CCCCC1C (stereo not given)
i	-0.48	CCN(CC)S(=O)(=O)c1cccc(NN=c2c(=O)c3ccccc3c2=O)c1
i	-1.2	COc1cc(OC)cc(C(=O)NCc2cc(C)nc3ccccc23)c1
i	0.26	CCOc1ccc(Nc2nc(N)nc(CCl)n2)cc1
i	1.7	CC1CC(C)(C)NC(=S)N1CCCC(=O)N1CCN(c2ccccc2F)CC1 (stereo not given)
i	-0.21	CC(OC(=O)Cn1[nH]c(=O)c2ccccc2c1=O)C(=O)NC1(C#N)CCCCC1 (stereo not given)
i	0.04	C=CCNC(=S)N1CCN(CCNC2=CC(=O)CC(C)(C)C2)CC1
i	-0.48	C[C@H](NC(=O)[C@@H]1CSC2c3ccccc3C(=O)N21)C(=O)NCc1c(F)cccc1Cl (stereo not given in full)

# (list continues)
KCNQ2 block	Kir21 block	SMILES
i	-2.9	O=C(NC12CC3CC(CC(C3)C1)C2)c1ccc(-c2ccccc2Cl)o1
i	-0.28	O=C(Cn1c(C(F)(F)F)nc2ccccc21)c1ccc(Br)cc1
i	-0.23	N/C(=N\OC(=O)Cc1cccs1)c1cccc([N+](=O)[O-])c1
i	-0.04	COc1cc(C2=NC(CO)(CO)CO2)cc(OC)c1OC
i	-0.01	Cc1nn(Cc2ccc(F)cc2)c(C)c1NC(=O)c1cc(-c2ccco2)on1
i	-1.2	CC(=O)NCC(=O)OCC(=O)Nc1nc(-c2ccccc2)cs1
i	1.5	COc1ccc(CC(CN)c2ccccc2)cc1 (stereo not given)
i	-0.28	CCc1c(O)nc(SCC(=O)N2CCc3cc(OC)c(OC)cc3[C@@H]2C)[nH]c1=O
i	-0.14	O=C1CC(N2C(=O)/C(=C/C=C/c3ccccc3)SC2=S)C(=O)N1c1ccccc1 (stereo not given)
i	-1.4	O=C1C2CC=CCC2C(=O)N1c1ccc(N2CCN(c3ccccn3)CC2)c([N+](=O)[O-])c1 (stereo not given)

# Following part
KCNQ2 block	Kir21 block	SMILES
i	-2	CCn1c(CSCc2c(Cl)cccc2Cl)n[nH]c1=S
i	0.41	Cn1c(SCC(=O)NCCc2ccc(S(N)(=O)=O)cc2)nc2ccccc2c1=O
i	-2.8	CC(C)(CNC(=O)COc1ccccc1Cc1ccccc1)N1CCOCC1
-7.6*	0.3	CCN(CC)S(=O)(=O)c1cccc(NC(=O)COc2ccc(F)cc2Br)c1
i	1.2	C=Cn1cc[n+](CC(=O)c2ccc(C)cc2)c1
i	0.05	CCNC(=O)C12CCC(C)(C(=O)O1)C2(C)C (stereo not given)
i	-1.5	Cc1nc(NCCN2CCOCC2)c2oc3ccccc3c2n1
i	1.3	O=C(O)CSc1nc2c(c(=O)[nH]1)CCCC2
i	0.37	COc1cc(Br)cc(CN2CCN(c3ncccn3)CC2)c1O
i	-0.01	CCCn1c2ccccc2c2nnc(SCC(=O)Nc3nnc(CC(=O)OCC)s3)nc21

# Reformatted field by field: 4 of the compounds above.
> Cc1nc(NCCN2CCOCC2)c2oc3ccccc3c2n1
  KCNQ2 block: i | Kir21 block: -1.5
> O=C(O)CSc1nc2c(c(=O)[nH]1)CCCC2
  KCNQ2 block: i | Kir21 block: 1.3
> COc1cc(Br)cc(CN2CCN(c3ncccn3)CC2)c1O
  KCNQ2 block: i | Kir21 block: 0.37
> CCCn1c2ccccc2c2nnc(SCC(=O)Nc3nnc(CC(=O)OCC)s3)nc21
  KCNQ2 block: i | Kir21 block: -0.01

# Further records:
KCNQ2 block	Kir21 block	SMILES
i	-2.4	CCOC(=O)c1c(C)[nH]c(C(=O)COC(=O)CSCC(=O)N(CC)CC)c1C
i	-0.61	COc1ccc(N(CCC#N)C(=O)/C(C#N)=C/c2cccs2)cc1
i	1.2	CCN(c1ccccc1)S(=O)(=O)c1nnc(NC(=O)C(C)(C)C)s1
i	-0.57	COc1ccc(NC2CCCN(C(=O)c3cccc(N4CCNC4=O)c3)C2)cc1 (stereo not given)
i	0.38	COc1ccc(CNC(=O)c2cccc(C)c2[N+](=O)[O-])cc1
i	0.22	CCN(CC)Cc1cc(C(C)=O)ccc1OCC(C)C
i	-0.01	Cn1c(=O)oc2cc(S(=O)(=O)Nc3ccc(Cl)cc3)ccc21
i	0.64	COc1cc(/C=N/NC(=O)COc2cc(C)cc(C)c2)ccc1OS(=O)(=O)c1ccc(C)cc1
i	0.05	CCC(=O)NC(Cc1ccccc1)c1ccc2c(c1)OCCCO2 (stereo not given)
i	-0.05	COc1ccc2c(c1OC)C(=O)OC2Nc1ncccc1C (stereo not given)

# (next part)
KCNQ2 block	Kir21 block	SMILES
i	0.1	CC(=O)Nc1ccc(NC(=O)CSc2ccccn2)cc1
i	-0.32	CCOC(=O)c1sc(C)c2c(=O)n(Cc3ccc(Cl)cc3)c(C)nc12
i	0.46	CCCCCn1c(CCNC(=O)c2cccs2)nc2ccccc21
i	0.01	COCCn1c(=N)c(C(=O)NCCc2ccccc2)cc2c(=O)n3cccc(C)c3nc21
i	0.06	CC(C)(C)S(=O)(=O)/C(C#N)=N/Nc1ccc(Cl)cc1
i	0.34	COc1ccc(C(=O)C2CCN(C(=O)c3ccc(F)cc3)CC2)cc1
i	-0.63	O=C(O)c1ccccc1OCCN1CCCC1=O
i	0.34	N#CC1=C(N)Oc2cc3ccccc3cc2C1c1cccs1 (stereo not given)
i	-0.54	C/C(=N/Nc1nc(C)cc(C)n1)c1ccc(Br)cc1
i	-0.6	CCCCn1c(N)c(N(CCOC)C(=O)CN2C(=O)c3ccccc3C2=O)c(=O)[nH]c1=O

# (cont.)
KCNQ2 block	Kir21 block	SMILES
i	0.4	CCCSc1nc2c(c(=O)n(C)c(=O)n2C)n1Cc1ccc(C)cc1
i	-1.1	Cc1cc(CNCc2c(C(=O)N(C)Cc3ccccc3)nc3ccccn23)nn1C
i	-2.8	Cc1c(NC(=O)C(C)OC(=O)c2cc(-c3cccc4ccccc34)nc3ccccc23)c(=O)n(-c2ccccc2)n1C (stereo not given)
i	-1.7	CCOc1ccc(N(CC(=O)O)S(=O)(=O)c2ccc(OC)c(OC)c2)cc1
i	0.02	N#Cc1c(-c2ccc(Cl)cc2)ccn2nc(CCC(=O)O)nc12
i	-0.19	Cc1ccc(N2CC(O)=C(c3nc4ccccc4c(=O)[nH]3)C2=N)cc1C
i	1.1	COc1ccc(-c2nc3ccccc3c(=O)n2CCOc2ccccc2C)cc1
i	0.66	COc1ccc(NC(=O)CN(c2ccc(C(C)C)cc2)S(=O)(=O)c2c(C)noc2C)cc1OC
i	0.95	CC1CCN(S(=O)(=O)c2ccc(C(=O)OC(C)C(=O)N(C)C3CCCCC3)cc2)CC1 (stereo not given)
i	-0.59	O=C1CN(c2nc3ccccc3n3cnnc23)CC(=O)N1CCc1ccccc1

# (next part)
KCNQ2 block	Kir21 block	SMILES
i	-0.65	COc1ccc(C(=O)c2sc(Nc3ccc(NC(C)=O)cc3)nc2C)cc1
i	0.01	COc1cccc(C(=O)Nc2ccccc2C(=O)NCC2CCCO2)c1 (stereo not given)
i	-0.13	Cc1cccc(N/C=C/C(=O)c2ccc(Cl)cc2)c1
i	0.28	Cc1nn(-c2ccccc2)c(Cl)c1/C=N/NC(=O)c1ccncc1
i	0.28	O=C(CC(C(=O)O)N1CCOCC1)Nc1ccc(Cl)cc1 (stereo not given)
i	-3.3	Cc1cc2nc3c(=O)n(CCc4ccccc4)c(=O)[nH]c3nc2cc1N
i	-1.4	Cc1cc(NC(=O)NN2CCOCC2)nn1-c1c(Cl)cccc1Cl
i	0.08	O=C(Cn1nc(CNc2ccc(Cl)cc2)[n+]2c1CCCCC2)c1ccc(Cl)cc1
i	-0.63	COc1ccc(CCC(=O)NCCOc2ccc(C)cc2)cc1
i	-0.66	CC(=O)Nc1ccc(S(=O)(=O)NCc2csc(C)n2)cc1

# Filtered by structure: the compounds so far with a nitro group on carbon
KCNQ2 block	Kir21 block	SMILES
i	-0.23	N/C(=N\OC(=O)Cc1cccs1)c1cccc([N+](=O)[O-])c1
i	-1.4	O=C1C2CC=CCC2C(=O)N1c1ccc(N2CCN(c3ccccn3)CC2)c([N+](=O)[O-])c1 (stereo not given)
i	0.38	COc1ccc(CNC(=O)c2cccc(C)c2[N+](=O)[O-])cc1

# (cont.)
KCNQ2 block	Kir21 block	SMILES
i	0.5	O=C(NCc1cccs1)[C@@H]1CSC2c3ccccc3C(=O)N21 (stereo not given in full)
i	0	O=C1c2ccccc2C(=O)N1CCSc1nc2ccccc2c(=O)n1CCCN1CCOCC1
i	-2	O=C(Cn1nnc(-c2ccccc2F)n1)NCCc1ccccc1
i	0.9	Cc1cc(C(=O)NNC(=O)C2CCCC2)c(C)o1
i	1.6	Cc1ccc(S(=O)(=O)Nc2nc3ccc(S(=O)(=O)N4CCCC4)cc3s2)cc1
i	-0.19	O=C1C(Cl)=C(NCC2CCCO2)C(=O)N1CCc1ccccc1 (stereo not given)
i	-0.06	O=[N+]([O-])c1ccccc1S(=O)(=O)Nc1ccn(Cc2c(F)cccc2Cl)n1
i	-0.34	OCc1cn(-c2ccccc2)nn1
i	-0.14	CCN(CC)S(=O)(=O)c1ccc(NC(=O)CN(c2ccc(OC)cc2OC)S(C)(=O)=O)cc1
i	0.65	Cc1cccc(N(C)C(=O)CN2C(=O)COc3ccc(S(=O)(=O)N4CCCCCC4)cc32)c1

# Reformatted with tabs: part of the list above
molecule	KCNQ2 block	Kir21 block
O=C(NCc1cccs1)[C@@H]1CSC2c3ccccc3C(=O)N21 (stereo not given in full)	i	0.5
O=C1c2ccccc2C(=O)N1CCSc1nc2ccccc2c(=O)n1CCCN1CCOCC1	i	0
O=C(Cn1nnc(-c2ccccc2F)n1)NCCc1ccccc1	i	-2

# (list continues)
KCNQ2 block	Kir21 block	SMILES
i	-0.81	S=C(NCc1cccnc1)Nc1cccc(Cl)c1
i	-11*	Cc1ccc(C(C)C)c(OCCCN(C)Cc2ccccc2)c1
i	-1.4	CC1CCCN(CC(=O)Nc2ccc(S(=O)(=O)N3CCCCC3)cc2)C1 (stereo not given)
i	0.34	Cc1ccc(C)c(NC(=O)Cn2c([N+](=O)[O-])cnc2C)c1
i	0.43	CC(=O)c1c(C)[nH]c(C(=O)Nc2cc(C)ccc2C)c1C
i	-0.91	CCCn1c(COc2ccc(C(=O)O)cc2)nc2ccccc21
i	1.1	CC(=O)N1CCN(C(=O)COC(=O)COc2ccc(C#N)cc2)CC1
i	0.31	CCOc1cc(/C=C(\C#N)C(=O)Nc2ccccc2C(=O)O)ccc1OC(=O)c1ccc(C)cc1
i	0.13	CCOc1ccc2nc(NC(NC(C)=O)(C(=O)OC)C(F)(F)F)sc2c1 (stereo not given)
i	0.14	NC(=O)C1=C[C@@H](C2CCCCC2)C[C@@H](OCCCCO)O1

# Carrying on:
KCNQ2 block	Kir21 block	SMILES
i	-0.96	CC(C)[C@H](NC(=O)N1c2ccccc2NC(=O)[C@@H]1C(C)C)C(=O)N[C@H](Cc1ccccc1)C(=O)O
i	-0.19	CN(CC(=O)Nc1ccc(F)cc1)C(=O)COC(=O)/C=C/c1ccc(OC(F)F)cc1
i	0.56	COc1ccc(NC(=O)CS(=O)(=O)c2ccccc2Cl)cc1
i	-0.07	COc1ccc(N2CCN(C(=O)c3ccccc3NS(=O)(=O)c3ccccc3)CC2)cc1
i	1.3	N#Cc1cc2cc3c(cc2nc1SCC(=O)OC1CCCCC1)OCO3
i	0.15	C=CC[n+]1c(C)csc1Nc1ccc(C)cc1
i	-1	CCCCOc1ncnc2c1[nH]c1ccc(OC)cc12
i	-1.4	CC(C)N(Cc1cc2ccccc2[nH]c1=O)C(=O)C1CCCCC1
i	0.06	CCOc1ccc(OC(=O)c2cccc(S(=O)(=O)N3CCN(C)CC3)c2)cc1
i	0.35	Cc1ccc(NS(=O)(=O)c2cc(NC(=O)c3cc4c(s3)CCCC4)ccc2C)c(C)c1

# Carrying on:
KCNQ2 block	Kir21 block	SMILES
i	-0.07	Cc1ccccc1CN1C(=O)c2ccccc2Sc2ccc(C(=O)NCCN3CCOCC3)cc21
i	0.16	COc1ccc(-c2cc3ccccc3[nH]2)cc1
i	0.57	O=C(NCc1ccccn1)c1ccc(CS(=O)(=O)Cc2ccc(Cl)cc2)o1
i	-0.6	CCCN(CCC)C(=O)Cn1c(=O)c2sccc2n2c(=S)sc(-c3ccccc3)c12
i	-0.45	O=C(Oc1ccc(N(Cc2cccs2)C2=NS(=O)(=O)c3ccccc32)cc1)c1ccco1
i	-1.1	CCOC(=O)C1(CCCc2ccccc2)CCN(Cc2cn(CC)nc2C)CC1
i	1.1	COc1cccc(-c2cc(C(=O)Nc3ccncc3)c3ccccc3n2)c1
i	0.94	CC(C)C(=O)Nc1ccc(C(=O)N2CCN(C(=O)c3ccco3)CC2)cc1
i	-0.88	O=C(OCC1CC(c2ccccn2)=NO1)c1ccc(Br)cc1 (stereo not given)
i	0.13	CC1(C)CC(=O)C=C(NCCN2CCN(C(=O)Nc3ccc(Cl)cc3)CC2)C1

# Further results follow.
KCNQ2 block	Kir21 block	SMILES
i	0.79	CC(C)C[C@H](NC(=O)c1nc[nH]c1C(=O)N[C@@H](CC(C)C)C(=O)OCc1ccccc1)C(=O)OCc1ccccc1
i	1.5	O=C(CNC(=O)c1ccccc1F)OC(C(=O)Nc1cc(C(F)(F)F)ccc1Cl)c1ccccc1 (stereo not given)
i	0.83	CCNC(=O)COc1ccc(CC)cc1
i	0.66	Cc1ccc(C(=O)Nc2ccccc2C(=O)N2CCCCCC2)cc1
i	-0.01	Cc1ccc(NC(=S)N(CCCN(C)C)Cc2cc3cc4c(cc3[nH]c2=O)OCO4)c(C)c1
i	0.09	O=C(Nc1ccccn1)C(NS(=O)(=O)c1cccc2nsnc12)c1ccccc1 (stereo not given)
i	-3.1	O=C(CN1CCOCC1)Nc1nc2ccc(F)cc2s1
i	-0.67	CCOC(=O)C1C(=O)NC(c2ccccc2)=NC1c1ccc(C(C)C)cc1 (stereo not given)
